mcGAS RapidFire – inhibitors of Mus musculus cyclic GMP-AMP synthase, initial high-throughput assay, cell-free, RapidFire MS. inhibition, % at 12.5 µM. 0.18% of 130,000 active. AID 1259397, 2018. recombinant mouse cGAS, cGAMP by RapidFire MS;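 active = inhibition of cGAS enzyme activity at or above 60%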;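 also: enzyme stimulated by 45 bp dsDNA with ATP and GTP substrates; cGAMP share of summed cGAMP plus half ATP and half GTP signals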
Target sequence (Q8C6L5 whole entry, looked up): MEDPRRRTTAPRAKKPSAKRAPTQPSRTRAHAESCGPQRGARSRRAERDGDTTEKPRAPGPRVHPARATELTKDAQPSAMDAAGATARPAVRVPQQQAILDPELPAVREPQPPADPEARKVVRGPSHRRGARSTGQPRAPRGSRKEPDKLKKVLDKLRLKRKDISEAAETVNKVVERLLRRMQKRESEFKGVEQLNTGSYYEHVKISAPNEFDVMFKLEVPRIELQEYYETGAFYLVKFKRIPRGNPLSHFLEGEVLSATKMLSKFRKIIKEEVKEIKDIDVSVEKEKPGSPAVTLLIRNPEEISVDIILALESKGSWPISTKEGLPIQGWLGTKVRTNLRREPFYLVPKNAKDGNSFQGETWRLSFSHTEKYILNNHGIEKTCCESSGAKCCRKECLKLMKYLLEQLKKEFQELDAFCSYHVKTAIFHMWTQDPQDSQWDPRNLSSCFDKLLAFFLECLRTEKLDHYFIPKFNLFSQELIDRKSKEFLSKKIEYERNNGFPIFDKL
* marks the source's active call; other numbers are inactive results; & = joins results of further samples.

SMILES	mcGAS RapidFire
COc1c(Cl)cc(Cl)cc1C=NNC(=O)c1ccncc1	11.1
COc1cc(C2CC(=O)c3cc4c(=O)[nH][nH]c4nc3C2)cc(OC)c1OC (centres undefined)	-6.9
O=S(=O)(c1ccc(N2CCCCC2)c(NCc2ccc(Cl)cc2)c1)N1CCOCC1	-4.8
O=C1NC(=Nc2ccccc2Cl)S/C1=C/c1ccccc1Cl	-4.4
N#CCOc1ccc(C(=O)Nc2ccccc2C(F)(F)F)cc1	1.8
CCOC(=O)C1(Cc2ccccc2Cl)CCN(C(=O)Cc2c(C)noc2C)CC1	-5.8
O=C(Nc1ccc(-c2cscn2)cc1)C1CCCN(C2CCOCC2)C1 (centres undefined)	-0.6
O=S(=O)(NCc1ccccc1)NC1CCc2cccnc21 (centres undefined)	-35.6
O=C(CC1c2ccccc2CCc2ccccc21)NCCCn1ccnc1	-6.2
CCN(CC)C(=O)C1CCN(C(=O)Nc2cccc3ccccc23)CC1	-15.5
COc1cc(C)ccc1S(=O)(=O)N1CCN(c2cccc(C)c2C)CC1	-6.7
CCOCCCn1c(C)c(C)n2c3c(=O)n(Cc4ccccc4)c(=O)n(C)c3nc12	-4.1
COc1ccc(C(O)P(=O)(OCCC(C)C)c2ccc(N(C)C)cc2)cc1OC (centres undefined)	-10.1
O=C(CCN1CCN(C(=O)C2CC2)CC1)Nc1cc(Cl)ccc1Cl	-0.6
CC(Oc1ccc(F)cc1)c1nnc(Sc2ccc(C#N)cn2)o1 (centres undefined)	1.0
CCN(CC)C(=O)c1ccc(NS(=O)(=O)c2ccc(F)cc2[N+](=O)[O-])cc1	-4.0
CC(C)(Oc1ccc(Cl)cc1)C(=O)NCc1ccc(S(N)(=O)=O)cc1	-6.2
COC(C(=O)Nc1ccnn1C1CCN(c2ncccn2)CC1)c1ccccc1 (centres undefined)	-2.0
O=c1[nH]cnc2c(Cl)cc(Cl)cc12	-26.6
O=C(O)c1ccccc1-c1nccn1C1CCCC1	-16.2
CC(=O)Nc1ccc(SCc2cccc(F)c2)nn1	5.2
OC1CCN(Cn2[nH]c(-c3ccc(Cl)cc3Cl)nc2=S)CC1	-6.0
Cc1c(C(=O)OCC(C)NC(=O)OC(C)(C)C)nnn1-c1cccc2cccnc12 (centres undefined)	-7.5
Cc1cnc(N2CCCN(C)CC2)nc1N1CCCN(C)CC1	-3.3
O=C(NCCCn1nc(-c2ccco2)ccc1=O)c1ccccc1	5.0
c1n[nH]c(SCCNC2CCC3(CCNCC3)CC2)n1	7.4
COCCC(=O)Nc1ccc2c(c1)CN(Cc1cccn1-c1ccccn1)CC2	-2.7
CS(=O)(=O)c1ccc(Cl)c(NCC2CCC=CO2)c1 (centres undefined)	-10.0&-4.6
Cc1cc(N2C(=O)c3oc4ccccc4c(=O)c3C2c2cccc(F)c2)no1 (centres undefined)	84.3*
O=C1/C(=C/c2ccc(Br)cc2)SC(=S)N1CN1CCOCC1	46.6
COc1ccc(NC2CCCN(C(=O)Cc3c[nH]c4ccccc34)C2)cc1 (centres undefined)	-2.8
CN(Cc1ccccc1)c1nc2c(c(=O)n(C)c(=O)n2C)n1CCCc1ccccc1	-3.5
Cc1[nH]cnc1-c1nccn1CCn1ccnc1	-32.8
COc1cc(C=CC(=O)NCC(c2cccs2)N2CCOCC2)cc(OC)c1 (centres undefined)	-6.4
Cc1nc(Cl)sc1C(=O)N1CCCCC1CN1CCCC1=O (centres undefined)	-7.3
Cc1ccccc1Cn1c(=O)c2c(nc3n(Cc4ccco4)c(C)cn23)n(C)c1=O	-6.2
CC(C)CCn1c(SCC(=O)OCc2ccccc2)nc2c1c(=O)[nH]c(=O)n2C	0.3
O=C(COc1cccc(Cl)c1)N=Nc1c(O)[nH]c2ccccc12	16.6
CN(Cc1nc2ccc(F)cc2[nH]1)Cc1ccc(-c2ccn[nH]2)o1	19.1
Cc1ccc2[nH]nc(C(=O)N3CCCC(CCc4ccccc4C)C3)c2c1 (centres undefined)	5.8
COc1ccc(OC)c(N2CCN(C(=O)c3ccc(Cl)c(Cl)c3)C(C)C2=O)c1 (centres undefined)	-2.4
Cc1cc(C(=O)CSc2nnc(C3CC3)n2C2CC2)c(C)n1Cc1ccco1	-2.8
CCOc1cccc(C2c3c(oc4ccc(F)cc4c3=O)C(=O)N2c2cc(C)on2)c1 (centres undefined)	-8.8
CC1(C)CC(=O)C=C(C(=O)N2CCC3(CCCCC3)C2)O1	0.6
COCc1nn2c(nnc3c(=O)n(Cc4cccnc4)ccc32)c1-c1ccc(F)cc1	-9.0
Cc1cccc(OCCN(C)C(=O)c2ccc(=O)[nH]c2)c1	-21.3
CC1CN(S(=O)(=O)c2cc(C(=O)O)c(Cl)cc2Cl)CCO1 (centres undefined)	7.1
Cc1cc(C2=NNC(=Nc3ccc(F)cc3)SC2)c(C)n1CC1CCCO1 (centres undefined)	-6.8
Cc1ccc(CCNC(=O)c2cccnc2Nc2cccc(C)c2C)cc1	0.4
Cn1nnnc1SCc1nc(N)nc(N2CCCCC2)n1	8.0
Cc1ccsc1CN(C)CCCc1cnn(C)c1	-13.2
NC(=O)CCOc1ccccc1NC(=O)c1cc(Cl)cc(Cl)c1	16.7
CC(C)(NS(=O)(=O)c1ccccc1Cl)c1ccccc1	-5.9
Cc1cccc(OC2CN(C(=O)Nc3nc(C)ns3)C2)c1	-8.8
CCCC1COCCN1C(=O)c1cc(=O)c2ccccc2o1 (centres undefined)	-12.3
CC1CC(C)CN(CCNC(=O)NCc2ccccc2F)C1 (centres undefined)	3.7
CN(C)CCCNc1ncnc2c1C(c1ccccc1Cl)c1ccc(O)cc1O2 (centres undefined)	-5.9
CC(Sc1nc2ccccc2n1C)C(=O)Nc1ccccc1Cl (centres undefined)	1.6
Cc1nnc(CN(CC2CCC2)CC(F)(F)F)o1	-7.8
CCc1noc(CN(C)C(=O)NCc2c(C)cc(C)cc2C)n1	-6.0
The listing continues:
SMILES	mcGAS RapidFire
N=C1/C(=C/c2ccc3c(c2)OCO3)C(=O)N=C2SN=C(SCc3ccccc3)N12	-3.0
CC(=O)Nc1nc(C(=O)N(Cc2ccccc2)C2CCCC2(C)C)cs1 (centres undefined)	1.7
Cc1ccc(O)c(S(=O)(=O)N2CCOc3ccccc32)c1	5.2
Cc1cc(C2C=CNC=N2)c(C)s1 (centres undefined)	-8.2
COc1ccc(CCN2C(=O)c3ccccc3NC2c2cccc(O)c2O)cc1 (centres undefined)	-5.2
CCc1ccc(NC(=O)c2c(-c3ccccc3Cl)noc2C)cc1	-4.7
COc1ccc(OC)c(-c2ccc3nc(C)ccc3c2)c1	-7.8
c1cc(-c2n[nH]c(C3CCCCC3)n2)c2cccnc2c1	-5.2
O=C(O)c1ccc(S(=O)(=O)CC(F)(F)F)cc1	6.9
CN1CCN(c2ccc(C(F)(F)F)cc2NS(=O)(=O)c2ccccc2)CC1	-6.2
COC(=O)c1ccccc1C1CCN(C(=O)C2CC(=O)N(Cc3ccc(Cl)cc3)C2)CC1 (centres undefined)	-11.0
OCC1(CC2CCCCO2)CCN(C/C=C/c2ccccc2)CC1 (centres undefined)	-4.6
Cc1cc(C(=O)Nc2cc(Cl)ccc2CS(C)(=O)=O)c(C)o1	7.2
CCOC(=O)C1CCN(C(=O)CCc2csc3nc(-c4ccc(OC)cc4)cn23)CC1	-3.2
COCCOc1ccc(CNC(=O)CCc2ccsc2)cn1	3.6
C#C[C@]1(O)CCC2C3CCC4=CC(=O)CC[C@@H]4C3CC[C@@]21C (some centres undefined)	-7.8
O=C(Nc1cc(Cl)c(Cl)cn1)C1CC2CCC1O2 (centres undefined)	-8.6
O=C(c1ccc(-n2cnc3ccccc32)cc1)N1CCN(S(=O)(=O)c2ccc3c(c2)CCC3)CC1	-1.7
C=CCNC(=O)c1ccccc1NC(=O)C1CC(=O)N(c2ccc(OC(C)C)cc2)C1 (centres undefined)	2.7
Cc1ccc(S(=O)(=O)NCC2CCN(S(=O)(=O)C3CC3)CC2)cc1C	-4.6
Cc1cc(-c2nccn2CCc2ccncc2)oc1C	-8.6
CC(C)(NC(=O)c1cccs1)C(=O)NCC(O)c1ccccc1 (centres undefined)	-7.5
O=C(c1ccc2c(c1)OCCCO2)N1CCN(c2ccccc2Cl)CC1	-1.8
O=C(c1ccc(Cl)cc1Cl)N1CCCC(N2CCN(c3ccccc3F)CC2)C1 (centres undefined)	-7.3

Compounds above that have an aryl methoxy group, in the order listed:
SMILES	mcGAS RapidFire
COc1c(Cl)cc(Cl)cc1C=NNC(=O)c1ccncc1	11.1
COc1cc(C2CC(=O)c3cc4c(=O)[nH][nH]c4nc3C2)cc(OC)c1OC (centres undefined)	-6.9
COc1cc(C)ccc1S(=O)(=O)N1CCN(c2cccc(C)c2C)CC1	-6.7
COc1ccc(C(O)P(=O)(OCCC(C)C)c2ccc(N(C)C)cc2)cc1OC (centres undefined)	-10.1
COc1ccc(NC2CCCN(C(=O)Cc3c[nH]c4ccccc34)C2)cc1 (centres undefined)	-2.8
COc1cc(C=CC(=O)NCC(c2cccs2)N2CCOCC2)cc(OC)c1 (centres undefined)	-6.4
COc1ccc(OC)c(N2CCN(C(=O)c3ccc(Cl)c(Cl)c3)C(C)C2=O)c1 (centres undefined)	-2.4
COc1ccc(CCN2C(=O)c3ccccc3NC2c2cccc(O)c2O)cc1 (centres undefined)	-5.2
COc1ccc(OC)c(-c2ccc3nc(C)ccc3c2)c1	-7.8
CCOC(=O)C1CCN(C(=O)CCc2csc3nc(-c4ccc(OC)cc4)cn23)CC1	-3.2

(next part)
SMILES	mcGAS RapidFire
CCn1nnc2c(=S)nc[nH]c21	1.3
COc1cccc(-c2nc3ccc(-c4cccc(Cl)c4)cn3c2CN2CCNCC2)c1	1.9
CN1C(=O)C2(SCC(=O)N2c2ccc(F)c(F)c2)c2ccccc21 (centres undefined)	-5.6
NC(=O)c1ccc2c(c1)ncn2-c1ccccc1	-1.4
CC12CCC(=O)C=C1CCC1C2[C@@H](O)CC2(C)C1CC[C@]2(O)C(=O)COP(=O)(O)O (some centres undefined)	1.7
COC(=O)Cn1ncc2c(N3CCCCC3CCC(C)C)ncnc21 (centres undefined)	-11.3
CCCN(CC#Cc1ccccc1)C(=O)c1cccnc1	-17.0
CCC1(c2ccccc2)C(=O)NCNC1=O	-3.8&4.2
CN1CCCn2nc(C(=O)N3CCN(Cc4ccc(F)cc4)C(=O)C3)cc2C1	-12.3
Cc1ccc(-n2nc(C)cc2NC(=O)C2CC(=O)N(c3ccc4c(c3)OCO4)C2)cc1 (centres undefined)	1.0
CCOCCOC(=O)C1=C(C)NC(=O)NC1c1ccccc1F (centres undefined)	-5.9
CC1CN(S(=O)(=O)c2cc(C(=O)O)ccc2F)CC(C)O1 (centres undefined)	-0.7
CC(=O)NCC1CCCN(Cc2ccc(C)c(F)c2C)C1 (centres undefined)	-31.7
CCn1nnc2cc(C(=O)N3CC=C(c4ccc(OC)cc4)CC3)ccc21	4.8
Cc1ccccc1C(C)NC(=O)CSc1nnc(-c2cccs2)o1 (centres undefined)	-4.2
C=c1occc1=C1NN=C(SCC(=O)N2CCCC2)O1	-7.8
Cc1ccc(C)c(-c2csc(NC(=O)c3cccs3)n2)c1	-12.7
CCc1nccn1Cc1nc(-c2cc(C)c(OC)cc2C)oc1C	-19.1
CC(NC(=O)C1(N(C)Cc2ccccc2)Cc2ccccc2C1)c1ncn[nH]1 (centres undefined)	-5.0
NC(=O)c1cccnc1N1CCN(Cc2cc3n(n2)CCCNC3)CC1	11.3
O=C(c1cccc(Oc2ccccc2)c1)N1[C@H]2CCNC[C@@H]1CC2	0.1
CCc1c2ccc(C)n2cc[n+]1CC	1.1
CCc1ccc(N(Cc2nnc3n2CCCCC3)C(=O)Nc2ccc(OC)cc2)cc1	2.8
CC(=O)NN=C1CCC(C(C)(C)C)CC1 (centres undefined)	-6.3
COc1ccc2cc(C3CN(CCCn4cccn4)CCO3)ccc2c1 (centres undefined)	-24.6
Clc1ccc(OCc2cn3cccnc3n2)cc1	-6.7
Cc1nn(C)c(Oc2cccnc2)c1NC(=O)C1CCCC(C)C1 (centres undefined)	-4.8
N#Cc1ccc(Nc2ccc(OC3CCCC3)cc2)nc1	-10.6
Oc1c(C(Nc2ccccn2)c2ccc(C(F)(F)F)cc2)ccc2cccnc12 (centres undefined)	-11.8
Cc1nc(SCC(=O)Nc2ccccc2)c2oc3ccccc3c2n1	-3.4
CSc1nc2ccc(NP3(=O)C=C(c4ccccc4)OC(c4ccccc4)=C3)cc2s1	-4.9
Clc1cncc(Cl)c1CN1CCCCC1c1ccccn1 (centres undefined)	-21.4
CN(C(=O)Cc1ccc(OC(F)(F)F)cc1)c1ccc(Cl)nn1	-6.4
O=C(c1cccc(Cn2cccn2)c1)N1CCOC(c2ccc(F)cc2)C1 (centres undefined)	-9.0
CCC1CN(C(C)C(=O)NC2CCCCCC2)CCS1 (centres undefined)	-1.1
COc1ccc(NC2CCCN(C(=O)c3cccc(N4CCOCC4)c3)C2)cc1OC (centres undefined)	-14.4
CCCn1nnnc1CNc1ccc(-n2cncn2)c(Cl)c1	6.7
Cc1cnn(C(CCl)CN(CC(=O)Nc2c(C)nn(C)c2C)CC(=O)Nc2c(C)nn(C)c2C)c1 (centres undefined)	1.4
O=C(CN1CCN(c2ccccn2)CC1)c1ccc(N2CCCC2=O)cc1	-10.5
Cc1cccn2c(CNCCOc3cccnc3)c(C(=O)N3CCCCC3)nc12	1.4
CC(C)[C@H](NC(=O)COc1cccc(Cl)c1)c1nnc2c(C(F)(F)F)cccn12	5.5
O=C(Cn1nnc(-c2cccs2)n1)N1CCc2ccccc2C1	-8.2
Cc1ccc(-c2noc(CN3CCC(=O)NC3=O)n2)cc1F	-14.3
CN(Cc1cc(=O)n2cc(Br)ccc2n1)Cc1cccs1	-10.7
CCc1sc(C(=O)N(CCOC)C2CCS(=O)(=O)C2)cc1C (centres undefined)	-16.8
CC(C)c1cc(C(=O)N2CC(c3ccncc3)C2)on1	-8.2
CN(CC1CCOCC1)C(=O)CC1C(=O)NCCN1Cc1cccc(F)c1 (centres undefined)	-5.6
Cc1cc(O)c(C(c2ccccc2)N2CCCCC2)c(=O)n1Cc1ccco1 (centres undefined)	-7.5
CN1CCC2(CCN(C(=O)COCc3nc4ccccc4[nH]3)CC2)C1	-9.9
CNC[C@H](O)c1cccc(O)c1	-2.9&-0.1
C/C(=C/C(=O)O)C(=O)Nc1ccc(Cl)cc1	-8.8

A portion of the library, so the mix of outcomes need not match the whole.
